DENV2 CPE = DENV2-induced cell death inhibition; DENV2-infected cells, cytopathic effect rescue, plate reader; CPE inhibition, % at 9.99 µM; actives 1.7% (n = 350,000); AID 651640; in the data active = CPE inhibition above about 20%, passing the limit was not always enough; inconclusive = no clear call, values can overlap the other calls; tested in BHK-21 cells;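 note: 0% = median of neutral control wells and 100% = median of positive control wells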
S100A4 MyoIIA = blocks human S100A4 binding to myosin IIA peptide | inhibition, % at 10.7 µM | P26447 | S100A4/TAMRA-MyoIIA peptide fluorescence polarization | actives 0.14% (n = 360,000);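 active = mean inhibition of at least 70% across replicates, with every replicate also reaching that level; inconclusive = mean inhibition reaches 70% but some replicates fall short; inactive = mean inhibition below 70%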
Target sequence (P26447 whole entry, looked up): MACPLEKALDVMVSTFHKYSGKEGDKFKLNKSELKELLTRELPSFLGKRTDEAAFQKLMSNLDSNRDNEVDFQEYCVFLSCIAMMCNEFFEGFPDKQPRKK
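Test system – S100A4 monomer (human) · Compound – single-point compound testing · Schedule – 5 min incubation before reading · Probe or stimulus – TAMRA-labelled myosin IIA heavy-chain peptide probe, 5 nM · Benchmarks – neutral control DMSO, positive control TFP · Medium – Calcium-containing HEPES buffer, pH 7.2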
ERp5 block = inhibitors of human ERp5 | Q15084 | ERp5 insulin aggregation, absorbance 650 nm, 90 min | inhibition, % at 9.99 µM | actives 0.05% (n = 350,000) | AID 651711;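 active = mean replicate inhibition above about 25%, with every replicate also reaching it, limit read from the data, passing the limit was not always enough; inconclusive = only one of those two criteria met; inactive = neither criterion met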
SIRT5 block = blocks human SIRT5 desuccinylation of peptide; actives 1.1% (n = 330,000); inhibition, % at 15 µM; Purified SirT5, succinyl-peptide AMC, trypsin-coupled fluorescence; Q9NXA8; in the data active = inhibition above about 15%; inconclusive = no clear call, values can overlap the other calls
Target sequence (Q9NXA8 whole entry, looked up): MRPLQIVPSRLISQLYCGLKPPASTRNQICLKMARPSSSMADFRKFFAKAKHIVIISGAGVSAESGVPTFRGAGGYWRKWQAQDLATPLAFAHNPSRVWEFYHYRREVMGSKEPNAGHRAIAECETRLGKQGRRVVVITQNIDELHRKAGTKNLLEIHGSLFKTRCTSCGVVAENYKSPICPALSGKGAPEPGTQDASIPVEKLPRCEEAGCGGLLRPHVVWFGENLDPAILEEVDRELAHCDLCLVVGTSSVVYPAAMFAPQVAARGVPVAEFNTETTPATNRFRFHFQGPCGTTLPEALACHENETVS
Statin myotox sup = suppressors of simvastatin-induced myotoxicity in C2C12 myotubes | ATP luminescence, 48 h; scaled: DMSO 0, geranylgeraniol control 100 | rescue of ATP level, % at 7.49 µM | actives 0.78% (n = 330,000) | AID 602340;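 active = mean ATP rescue above about 67%, or every replicate alone reaching that limit, limit read from the data, passing the limit was not always enough; inconclusive = no clear call, values can overlap the other calls; inactive = mean under the limit and some replicate under it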;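 note: myotubes were challenged with 10 µM simvastatin during compound exposure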
PglD inh = PglD (C. jejuni) enzyme inhibition. purified PglD enzyme, DTNB colorimetric CoA detection. inhibition, % at 12.5 µM. actives 0.098% (n = 360,000). AID 602405; in the data active = inhibition above about 16%, passing the limit was not always enough; inconclusive = no clear call, values can overlap the other calls; note: strong numbers were not always called active
E-sel inducer = induces E-selectin expression in human endothelial cells; HUVEC E-selectin immunofluorescence imaging; normalized: neutral wells 0, TNF-alpha wells 100; activation, % at 7.58 µM; actives 0.37% (n = 260,000);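 active = mean E-selectin-positive cell signal at least 10% of the positive control, reached in at least 60% of replicates, without over 20% cell loss; inconclusive = no rule given, readout overlaps actives, possibly toxicity-flagged; inactive = the rest, including those meeting only one limit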;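 note: in these data hits start at about 27%; measured in HUVEC primary endothelial cells; signal is the percent of cells scored E-selectin positive by PE staining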
Target sequence (P16581 whole entry, looked up): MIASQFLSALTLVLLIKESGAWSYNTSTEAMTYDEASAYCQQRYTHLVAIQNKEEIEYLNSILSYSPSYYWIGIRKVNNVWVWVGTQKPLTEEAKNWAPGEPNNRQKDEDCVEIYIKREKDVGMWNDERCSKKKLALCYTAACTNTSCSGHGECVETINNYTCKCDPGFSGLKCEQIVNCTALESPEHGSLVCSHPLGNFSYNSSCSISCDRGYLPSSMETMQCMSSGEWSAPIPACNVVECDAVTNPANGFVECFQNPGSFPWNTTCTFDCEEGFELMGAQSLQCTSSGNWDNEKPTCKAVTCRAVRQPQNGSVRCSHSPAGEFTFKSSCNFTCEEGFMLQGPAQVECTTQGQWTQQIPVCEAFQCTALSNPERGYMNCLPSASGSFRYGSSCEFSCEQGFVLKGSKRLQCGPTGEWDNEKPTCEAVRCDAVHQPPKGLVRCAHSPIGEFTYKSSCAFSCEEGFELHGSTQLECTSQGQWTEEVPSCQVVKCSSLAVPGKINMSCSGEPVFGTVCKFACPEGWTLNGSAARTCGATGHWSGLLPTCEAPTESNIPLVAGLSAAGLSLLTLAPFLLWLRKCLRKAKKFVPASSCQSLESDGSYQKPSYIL
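Assay system: HUVEC, human umbilical vein endothelial cells / Amount: 3,000 HUVEC/well / Controls: TNF-alpha positive control, DMSO neutral control / Compound dosing: single concentration / Medium: EGM-2 over gelatin coat / Evaluation: percent E-selectin-positive cells / Signal: immunofluorescence imaging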
The depositor's hits bear a star; ? = inconclusive; . = no result given.

SMILES,DENV2 CPE,S100A4 MyoIIA,ERp5 block,SIRT5 block,Statin myotox sup,PglD inh,E-sel inducer
CC1=C(C(=O)OC(C)C)C(c2c[nH]c3ccccc23)n2ncnc2N1 (configuration not stated),4,0,-3,1,12,-5,0.0
O=C(COc1ccc(Cl)cc1)NC1CC1,8,-4,6,2,-23,0,.
Cc1onc(-c2c(F)cccc2Cl)c1C(=O)NCc1ccc2c(c1)OCO2,?,4,0,1,-1,0,-0.5
C[C@H](CO)N1C[C@H](C)[C@@H](CN(C)Cc2ccc(Cl)c(Cl)c2)Oc2ccc(N(C)C)cc2C1=O,1,-5,1,-2,-97,-2,.
O=C(c1ccc2c(c1)N(Cc1ccccc1)CCS2)N1CCCCC1,-4,-1,2,-2,5,-1,0.1
COC(=O)C1CCN(C2CN(Cc3ccc([N+](=O)[O-])cc3)S(=O)(=O)C2)CC1 (configuration not stated),1,9,3,-1,-1,0,3.0
O=C(CSc1ccc(-c2ccncc2)nn1)N1CCCCC1,-2,3,0,-3,.,.,-1.5
C[C@@H]1CN([C@@H](C)CO)C(=O)c2cc(NC(=O)Cc3cn(C)c4ccccc34)ccc2O[C@@H]1CN(C)S(=O)(=O)c1ccc(Cl)cc1,10,-44,2,3,47,5,-0.1
COCc1ccc(CN2CCc3c([nH]c4ccccc34)C2CC(C)C)o1 (configuration not stated),1,-4,-1,-5,0,0,0.0
O=C1/C(=C/c2cccnc2)N=C2CCCCCN12,-5,3,-10,2,8,.,.
O=C(C[C@@H]1CC[C@H]2[C@@H](COC[C@H](O)CN2C(=O)c2ccccc2F)O1)NCc1ccc(Cl)cc1,?,-93,-2,1,-12,3,-0.1
Cc1cc(SCC(=O)c2ccccc2)nc(=O)[nH]1,12,-1,3,-4,17,5,.
C[C@@H]1CN([C@H](C)CO)C(=O)c2cc(NC(=O)Nc3ccc(F)cc3)ccc2O[C@@H](C)CCCCO[C@H]1CN(C)Cc1ccc(C(F)(F)F)cc1,2,1,3,0,.,-1,.
Cc1ccccc1S(=O)(=O)N1C[C@H](O)COC[C@H]2O[C@@H](CC(=O)N3CCOCC3)CC[C@@H]21,4,20,-3,-3,6,1,-0.1
Cc1ccc[n+](CC(=O)c2ccc(Br)cc2)c1,7,-2,2,-2,6,2,0.4

6 entries from above, sorted by length of the SMILES, highest first:
SMILES,DENV2 CPE,S100A4 MyoIIA,ERp5 block,SIRT5 block,Statin myotox sup,PglD inh,E-sel inducer
O=C(C[C@@H]1CC[C@H]2[C@@H](COC[C@H](O)CN2C(=O)c2ccccc2F)O1)NCc1ccc(Cl)cc1,?,-93,-2,1,-12,3,-0.1
COCc1ccc(CN2CCc3c([nH]c4ccccc34)C2CC(C)C)o1 (configuration not stated),1,-4,-1,-5,0,0,0.0
O=C(c1ccc2c(c1)N(Cc1ccccc1)CCS2)N1CCCCC1,-4,-1,2,-2,5,-1,0.1
Cc1cc(SCC(=O)c2ccccc2)nc(=O)[nH]1,12,-1,3,-4,17,5,.
Cc1ccc[n+](CC(=O)c2ccc(Br)cc2)c1,7,-2,2,-2,6,2,0.4
O=C(COc1ccc(Cl)cc1)NC1CC1,8,-4,6,2,-23,0,.

Going on with the list.
SMILES,DENV2 CPE,S100A4 MyoIIA,ERp5 block,SIRT5 block,Statin myotox sup,PglD inh,E-sel inducer
COC(=O)CCSCC(=O)N1N=C(c2ccc(Br)cc2)CC1c1cccc(OC)c1OC (configuration not stated),-4,3,5,-5,.,.,.
CSCCC(NC(=O)OCc1ccccc1)NC(=O)OCc1ccccc1,1,-3,0,.,-4,0,0.0
CN(C)CCNC(=O)COc1ccc(C23CC4CC(CC(C4)C2)C3)cc1,2,-2,2,-5,.,.,.
Cc1ccc(S(=O)(=O)Nc2ccc3c(c2)C(=O)N([C@@H](C)CO)C[C@H](C)[C@@H](CN(C)C(=O)c2ccncc2)OCCCC[C@@H](C)O3)cc1,1,.,.,.,46,4,.
O=C(Nc1ccccc1-c1nnn(CC(=O)N2CCOCC2)n1)c1ccccc1F,-5,-2,-4,-2,.,.,.
Cc1noc(C)c1NC(=O)N[C@H]1CC[C@H](CCNC(=O)C2CCC2)O[C@H]1CO,-5,8,-12,4,2,-1,-0.7
Cc1ccc(N(CC(=O)N2CCOCC2)S(C)(=O)=O)cc1Cl,3,2,-7,16*,-4,1,.
C[C@@H]1CN([C@@H](C)CO)C(=O)Cc2cc(NS(C)(=O)=O)ccc2O[C@@H]1CN(C)C(=O)Nc1ccc(F)cc1,7,-1,2,11,6,2,-22
COC(=O)C1CCN(C(=O)C(C)Oc2ccc(Cl)cc2Cl)CC1 (configuration not stated),-2,3,2,-2,.,.,.
COc1ccc(N2C(=O)CN=C2Nc2cccc(C)c2C)cc1OC,.,-2,1,-4,.,3,.
S=C(Nc1ccccc1Cl)N1CCCC1,1,8,1,2,.,18,.
COc1cc2cc(CN(CCCO)S(=O)(=O)c3ccccc3Cl)c(=O)[nH]c2cc1OC,1,-1,-11,-2,.,.,.
CCOC(=O)c1cc2cc3ccccc3cc2oc1=O,-2,-24,0,1,4,-5,.
Cc1ccc(S(=O)(=O)N[C@@H]2CC[C@@H](CCn3cc(C4CC4)nn3)O[C@@H]2CO)cc1,10,1,-4,9,2,5,0.3
CCC(=O)Nc1ccc2c(c1)C(=O)N(C)[C@H]1CC[C@H](CC(=O)NC3Cc4ccccc4C3)O[C@H]1CO2,-1,1,2,5,-10,5,0.2

Assay codes: A = DENV2 CPE; B = S100A4 MyoIIA; C = ERp5 block; D = SIRT5 block; E = Statin myotox sup; F = PglD inh; G = E-sel inducer
> O=C(C[C@@H]1C[C@@H]2c3cc(NC(=O)c4ccc5c(c4)OCO5)ccc3O[C@@H]2[C@@H](CO)O1)NCCN1CCCCC1
  A = -1	B = -5	C = -2	D = 3	E = 5	F = -2	G = 0.0
> O=C(c1cccc(Cl)c1)N1CCC(C(=O)N2CCN(Cc3ccccc3)CC2)CC1
  A = 5	B = 2	C = -6	D = -14	E = 4	F = -2	G = 0.0
> O=C1CC2(CCN(C(=O)C3CC(=O)N(c4ccccc4)C3)CC2)Oc2ccccc21 (configuration not stated)
  A = -7	B = -4	C = -5	D = -2	E = 5	F = 0	G = 0.9
> OC[C@@H]1[C@@H](c2ccc(-c3ccccc3F)cc2)[C@H]2CN(Cc3cncnc3)CCCCN12
  A = 68*	B = 1	C = -1	D = -7	E = 10	F = 2	G = 0.5
> Cc1ccc2c(c1)c1c(n2CC(O)CN2CCC(C)CC2)CCCC1 (configuration not stated)
  A = -4	B = -21	C = 4	D = 0	E = -2	F = 4	G = 0.0
> O=C(Nc1cccnc1)c1cc2cc(Br)ccc2o1
  A = ?	B = -11	C = -5	D = 4	E = 9	F = 3	G = .
> CC[N+](C)(CC)CCC(c1ccccc1)C1CCCCC1 (configuration not stated)
  A = 5	B = -1	C = -2	D = 1	E = -64	F = 4	G = .
> COc1ccccc1C#Cc1ccc2c(c1)O[C@H](CN(C)Cc1cccnc1)[C@@H](C)CN([C@H](C)CO)S2(=O)=O
  A = -6	B = -3	C = -6	D = -15	E = -21	F = 1	G = 0.3
> COc1ccc2oc(C(=O)Nc3nc4ccccc4[nH]3)c(C)c2c1
  A = 2	B = 48	C = -4	D = 6	E = -37	F = 2	G = 0.1
> COc1ccc(Cc2nc3c4c(ncn3n2)Oc2c(ccc3ccccc23)C4c2ccc(OC)c(OC)c2)cc1 (configuration not stated)
  A = -4	B = -2	C = -4	D = -1	E = .	F = .	G = -1.6
> COc1ccc(/C=C2\SC(=O)N(CCC(=O)NC3CCS(=O)(=O)C3)C2=O)cc1 (configuration not stated)
  A = -2	B = 8	C = -7	D = 1	E = -8	F = -2	G = .
> CCC(C)Nc1nc(N)c([N+](=O)[O-])c(NCc2ccccc2)n1 (configuration not stated)
  A = -2	B = -5	C = -1	D = 3	E = 14	F = 4	G = 1.8
> COc1ccc(-c2cc(C(=O)N3CC(C)CC(C)C3)c3ccccc3n2)cc1 (configuration not stated)
  A = -3	B = -3	C = -1	D = -25	E = 14	F = 2	G = 0.4
> Cc1ccc(NC(=O)C2c3ccccc3Oc3ccccc32)nc1
  A = -4	B = -4	C = -5	D = -3	E = .	F = -2	G = .
> C[C@H]1CN([C@@H](C)CO)S(=O)(=O)c2ccc(C#Cc3ccccc3F)cc2O[C@H]1CN(C)C
  A = 8	B = 6	C = 7	D = 4	E = -15	F = -3	G = 0.0

An excerpt of these results, as labelled records.
compound: COc1ccc(/C=C2\SC(=O)N(CCC(=O)NC3CCS(=O)(=O)C3)C2=O)cc1 (configuration not stated)
  DENV2 CPE: -2; S100A4 MyoIIA: 8; ERp5 block: -7; SIRT5 block: 1; Statin myotox sup: -8; PglD inh: -2; E-sel inducer: .

compound: CC[N+](C)(CC)CCC(c1ccccc1)C1CCCCC1 (configuration not stated)
  DENV2 CPE: 5; S100A4 MyoIIA: -1; ERp5 block: -2; SIRT5 block: 1; Statin myotox sup: -64; PglD inh: 4; E-sel inducer: .

Later entries:
Assay codes: A = DENV2 CPE; B = S100A4 MyoIIA; C = ERp5 block; D = SIRT5 block; E = Statin myotox sup; F = PglD inh; G = E-sel inducer
> CC(C)C[C@@H](CNCC(=O)[C@H](CC(C)C)NC(=O)c1[nH]cnc1C(=O)N[C@@H](C)CN)NC(=O)c1nc[nH]c1C(=O)N[C@@H](CC(C)C)C(=O)O
  A = -12	B = -7	C = 0	D = 1	E = -9	F = -1	G = -0.1
> COc1ccc(NC(=O)N(C)C[C@H]2OCCCC[C@H](C)Oc3ccc(NC(=O)Nc4ccc(C(F)(F)F)cc4)cc3C(=O)N([C@H](C)CO)C[C@@H]2C)cc1
  A = 3	B = 1	C = 8	D = 12	E = 7	F = -1	G = 0.3
> CCOc1ccc(NC(=S)NCCN2CCN(Cc3ccccc3)CC2)cc1
  A = -2	B = -5	C = 4	D = -6	E = -16	F = 0	G = -0.3
> COC(=O)C(CCSC)NC(=O)c1cn(-c2ccc(OC)cc2)c(=O)c2ccccc12 (configuration not stated)
  A = ?	B = -1	C = 3	D = -2	E = 6	F = -1	G = 2.2
> O=C(c1ccccn1)N1CC(=O)N2[C@H](CO)[C@H](c3ccc(C#CCc4ccccc4)cc3)[C@H]2C1
  A = 6	B = -12	C = 3	D = -2	E = .	F = .	G = -0.3
> C[C@@H]1CN([C@H](C)CO)C(=O)c2cc(Br)cnc2O[C@@H]1CN(C)C(=O)C1CCCCC1
  A = 7	B = 10	C = 2	D = -1	E = 5	F = 2	G = 0.2
> O=C(Nc1nccs1)c1ccc(S(=O)(=O)NCc2cccs2)cc1
  A = -6	B = -4	C = 0	D = -1	E = -9	F = 0	G = .
> COc1ccc(N=C2C(=S)N(c3ccc(OC)cc3)C(=NS(=O)(=O)c3ccccc3)N2c2ccccc2)cc1
  A = -1	B = -3	C = -2	D = -5	E = .	F = .	G = .
> Cc1cc(OC(=O)c2ccc(S(=O)(=O)N(C)C)cc2)c([N+](=O)[O-])c(=O)[nH]1
  A = -4	B = 2	C = 2	D = 1	E = .	F = .	G = .
> COc1ccc(S(=O)(=O)N(C)C[C@@H]2Oc3ccc(NS(=O)(=O)c4cccs4)cc3C(=O)N([C@@H](C)CO)C[C@@H]2C)cc1
  A = -13	B = -17	C = 3	D = 2	E = .	F = 1	G = -0.1
> O=C(c1cc(-c2ccncc2)nc2ccccc12)N1CCN(c2ccccc2O)CC1
  A = 9	B = 2	C = -7	D = 4	E = -39	F = -2	G = .

High-throughput results (PubChem)

An excerpt; the hit share may differ from the screen's.
